# RSV CPE inhibition: RSV antiviral activity via CPE protection, HEp-2 cells, primary 10 µM value included (AID 2391). HEp-2 cells, RSV-induced CPE inhibition; higher % means a stronger effect. CPE inhibition, % at 10 µM, or IC50 in µM where a hit was titrated. actives 0.13% (n = 310,000); in the data active = a potency from the dose series; inconclusive = CPE inhibition mostly from about 23% at the one dose, without a potency; inactive = the rest, 99 in 100 with CPE inhibition below about 21%; note: strong numbers were not always called active
# Yfh1-depleted yeast: enhancers of respiration in Yfh1-depleted yeast, dose response, Friedreich's ataxia, plus single-dose screen (AID 1465); S. cerevisiae Yfh1-off respiration, WST-1 reduction, 72 h; higher fold induction means a stronger effect; fold induction at 50 µM; hits with a dose series show EC50 in µM; actives 0.074% (n = 220,000);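 active = fold induction of absorbance versus untreated yeast above a set limit, then at least 30% activation at any dose in follow-up; inconclusive = repeats straddling the limit, or above it without dose testing; inactive = fold induction below the set limit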;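 note: activators that raise dye reduction in frataxin-depleted yeast; strong numbers were not always called active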
# SV40 large T antigen: SV40 large T antigen inhibitors, biochemical (AID 1903); SV40 large T antigen ATPase/helicase inhibition assay; higher % means a stronger effect; inhibition, % at 20 µM, or IC50 in µM where a hit was titrated; actives 0.39% (n = 310,000); in the data active = a potency from the dose series; inconclusive = inhibition mostly from about 32% at the one dose, without a potency; inactive = the rest, 99 in 100 with inhibition below about 32%; note: strong numbers were not always called active
# West Nile virus CPE: inhibition of WNV-induced cytopathic effect – cell-based, CPE readout (AID 1621) | actives 0.02% (n = 290,000) | West Nile virus-infected cells, CPE inhibition; higher % means a stronger effect | one-dose CPE inhibition, % at 10 µM; IC50 in µM for titrated hits; in the data active = a potency from the dose series; inconclusive = CPE inhibition mostly from about 3.7% at the one dose, without a potency; inactive = the rest, 99 in 100 with CPE inhibition below about 2.2%; note: strong numbers were not always called active
# Dengue-2 NS5 capping: flavivirus cap methylation enzyme inhibition – biochemical, confirmation dose response, primary screen (AID 588689); Dengue-2 NS5 methyltransferase capping enzyme assay, biochemical; higher % means a stronger effect; inhibition, % at 25 µM, or IC50 in µM where a hit was titrated; actives 0.3% (n = 340,000); in the data active = a potency from the dose series; inconclusive = inhibition above about 29% without an active follow-up result
# K1F lysis inhibition: protection from phage-mediated lysis, alamar blue read-out – E. coli UTI89, K1F phage, bacterial capsule biogenesis inhibitors (AID 488966); E. coli UTI89 K1F phage lysis, alamar blue, 2 h; higher % means a stronger effect; inhibition, % at 100 µM, or IC50 in µM where a hit was titrated; actives 0.02% (n = 340,000);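 active = phage lysis inhibition, versus mean bacterial control, above a set limit; inconclusive = no clear call, values can overlap the other calls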;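 note: capsule biogenesis inhibitors block K1F phage lysis so surviving cells raise fluorescence; higher fluorescence means more inhibition of phage lysis; actives were called in the ten point dose series up to 300 µM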
# XIAP displacement: XIAP antagonists, biochemical, IAP family, fluorescence polarization (AID 1018) | XIAP BIR domain, fluorescence polarization peptide displacement; higher % means a stronger effect | displacement, % at 20 µM; hits with a dose series show IC50 in µM | actives 0.007% (n = 200,000); in the data active = displacement above about 50%; note: a part of the inactive calls stands beside numbers as strong as those of hits
# ER stress rescue: protection against thapsigargin-triggered cell killing – 384-well, CSM14.1, ATP luminescence, primary screen (AID 1222); CSM14.1 thapsigargin-induced death rescue, ATP luminescence; higher % means a stronger effect; one-dose cellular ATP content (survival), % at 20 µM; EC50 in µM for titrated hits; 190,000 tested, under 10 active;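 active = EC50 below 50 µM in the dose-response confirmation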;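 note: death triggered by thapsigargin at about 15 µM added after 2 h compound pretreatment; cell ATP read after overnight thapsigargin exposure of roughly 18 to 22 hours; normalized against plate controls of thapsigargin alone and 5% DMSO vehicle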
# WT yeast gro inh: growth inhibition of WT yeast, mitochondrial fusion screen | mitochondrial fusion phenotypic screen, WT strain | inhibition, % at 10 µM | actives 2.1% (n = 190,000) | AID 1362; in the data active = inhibition above about 58%; tested in S. cerevisiae
# WT yeast gro inh mutant strain: second read-out of WT yeast gro inh, no call of its own (marks repeat the call); inhibition, %; mitochondrial fusion phenotypic screen, mutant strain inhibition
# Dengue-2 NS5 capping pilot replicate: recorded beside Dengue-2 NS5 capping, whose call it bears; inhibition, %; measured here: pilot screen replicate inhibition
# Numbers without * were called inactive; i = inactive; ? = inconclusive; / = not tested or not shown; [ ] = another dose, or the depositor's remark. Compounds were not picked by outcome, and some 2.2% of all compounds hit somewhere here.
SMILES,RSV CPE inhibition,Yfh1-depleted yeast,SV40 large T antigen,West Nile virus CPE,Dengue-2 NS5 capping,K1F lysis inhibition,XIAP displacement,ER stress rescue,WT yeast gro inh,WT yeast gro inh mutant strain,others
CN(C)c1ccc(/C=C/c2cc[n+]([O-])cc2)cc1,4.5%,i,11µM*,0.0%,/,/,-9.6%,-0.2%,-10,-6,
O=C(CS(=O)(=O)c1cn(CC(=O)N2CCCC2)c2ccccc12)Nc1ccccc1,2.0%,/,-19%,0.5%,0%,-1.9%[50 µM],/,/,/,/,
Cc1nc2c(oc3ccc(Cl)cc32)c(=O)[nH]1,1.1%,i,/,0.1%,4%,0.3%,/,/,/,/,
CC(=O)c1ccc(NC(=O)N2CCN(c3ccc(C)cc3)C(C)C2)cc1 (stereo not drawn),3.2%,i,8%,-0.9%,-12%,-0.2%,1.4%,1.1%,0,-9,
O=C(COC(=O)c1ccc(Cl)c(Cl)c1)NC1CCCC1,0.5%,/,11%,0.1%,6%,0.2%,/,/,/,/,
Cc1nnc(SCC(=O)NC2CCCc3ccccc32)n1-c1ccccc1 (stereo not drawn),5.3%,i,2%,-0.1%,1%,2.2%[50 µM],-12%,-2.1%,-2,8,
O=C(CNS(=O)(=O)c1ccc2ccccc2c1)OCc1csc(-c2ccccc2)n1,1.5%,i,8%,-0.1%,-1%,0.4%,-8.8%,-2.0%,39,10,
C[C@@H](NC(=O)c1cc2c([nH]c3ccccc32)c(-c2ccccc2)n1)C(=O)O,3.6%,/,7%,-1.2%,-1%,-0.1%,/,/,/,/,
O=C(CSc1nnc2c(n1)[nH]c1ccc(F)cc12)Nc1ccccc1F,6.5%,/,2%,-0.6%,4%,0.2%,/,/,/,/,
Cc1cc2occ(CC(=O)N(C)CC(=O)Nc3ccc(F)cc3)c2cc1C,1.5%,/,10%,/,3%,1.1%[50 µM],/,/,/,/,
CC(C)NC(=O)CSc1nc(N)c(-c2ccccc2)c(=O)[nH]1,-1.0%,i,26%,0.7%,-7%,-1.0%,4.9%,-0.8%,-19,9,
S=c1nccc(-c2ccc3c(c2)CCO3)[nH]1,9.7%,i,21%,-0.3%,-19%,-1.6%,/,/,/,/,
CCc1ccc(Nc2nnc(SCC(=O)NCCN3C(=O)CSC3=O)s2)cc1,1.1%,i,5%,-1.0%,-6%,0.2%,-4.7%,-4.2%,2,24,
CCCN(CCC)Cc1c(C(=O)OCC)nnn1-c1nonc1N,0.5%,i,-2%,0.2%,-14%,0.3%,-2.4%,0.2%,0,18,
CCN(CC)CCCNC(=O)c1cn(CC(C)C)c(=O)c2c1c1ccccc1n2C,5.7%,/,2%,-0.4%,1%,-0.1%,/,/,/,/,
O=C(CCNC(=O)N1CCn2c1nc1ccccc12)NCc1ccc(F)cc1,0.4%,/,13%,0.1%,-6%,0.5%,/,/,/,/,
COc1cc(OC)cc(C(=O)Nc2ccc3c(c2)COC3=O)c1,2.2%,i,5%,0.0%,-7%,5.9%,-7.9%,-1.2%,-9,-6,
N=c1sccn1CC(=O)NCCc1ccc(Cl)cc1,-0.1%,i,4%,0.3%,-1%,0.1%,-6.9%,-1.0%,-6,0,
CCc1nc2oc3cc(OC)ccc3c(=O)c2c(=O)n1Cc1ccccc1,3.0%,i,-1%,-0.3%,-1%,-0.1%,-6.9%,1.2%,6,-1,
O=C(CCc1ccccc1)Nc1cccnc1Cl,/,i,16%,0.1%,-11%,0.0%,/,/,/,/,
c1ccc(Cn2nnnc2C(c2ccccn2)N2CCOCC2)cc1 (stereo not drawn),2.1%,i,3%,-0.1%,-2%,0.2%,-0.6%,-1.1%,0,-16,
COc1cccc(C(c2c(N)[nH]c(=S)[nH]c2=O)c2c(N)[nH]c(=S)[nH]c2=O)c1,1.4%,i,26%,0.0%,/,/,/,/,/,/,
COC(=O)CC1C(=O)NCCN1C(=O)OC(C)(C)C (stereo not drawn),0.3%,i,8%,-0.2%,-4%,0.0%,-10%,0.0%,-3,12,
O=C(Cc1c(F)cccc1Cl)Nc1ccon1,2.1%,i,3%,1.5%,-1%,-1.3%,0.0%,-3.0%,0,11,
COC(=O)c1ccc(NC(=O)CSc2n[nH]c(-c3ccncc3)n2)cc1,0.1%,i,5%,0.7%,-4%,0.3%,-3.7%,-0.8%,-3,3,
O=C(Nc1ccc(Cl)cc1)c1ccc(-c2ccccn2)s1,3.8%,i,12%,0.3%,/,/,/,/,/,/,
COC(=O)C(C)n1nnc2sc(-c3ccccc3)cc2c1=O (stereo not drawn),3.1%,i,17%,-0.5%,5%,0.3%,-7.1%,-0.9%,-8,0,
Cc1ccc(NC(=O)CCNS(=O)(=O)c2ccc3c(c2)oc(=O)n3C)cc1C,-1.9%,i,1%,-0.8%,-3%,3.5%,-5.2%,2.3%,0,-5,
CC(=O)c1cccc(NC(=O)CCc2nnc3ccc(N4CCOCC4)nn23)c1,-0.7%,/,9%,-0.3%,-5%,-0.2%,/,/,/,/,
COCCn1c(SCc2nc3ccccc3c(=O)[nH]2)nc2ccccc2c1=O,2.3%,i,16%,-0.1%,3%,0.9%,-1.5%,2.5%,11,-3,

# In the list so far, these contain an aryl methoxy group.
SMILES,RSV CPE inhibition,Yfh1-depleted yeast,SV40 large T antigen,West Nile virus CPE,Dengue-2 NS5 capping,K1F lysis inhibition,XIAP displacement,ER stress rescue,WT yeast gro inh,WT yeast gro inh mutant strain,others
COc1cc(OC)cc(C(=O)Nc2ccc3c(c2)COC3=O)c1,2.2%,i,5%,0.0%,-7%,5.9%,-7.9%,-1.2%,-9,-6,
CCc1nc2oc3cc(OC)ccc3c(=O)c2c(=O)n1Cc1ccccc1,3.0%,i,-1%,-0.3%,-1%,-0.1%,-6.9%,1.2%,6,-1,
COc1cccc(C(c2c(N)[nH]c(=S)[nH]c2=O)c2c(N)[nH]c(=S)[nH]c2=O)c1,1.4%,i,26%,0.0%,/,/,/,/,/,/,

# Further structures follow:
SMILES,RSV CPE inhibition,Yfh1-depleted yeast,SV40 large T antigen,West Nile virus CPE,Dengue-2 NS5 capping,K1F lysis inhibition,XIAP displacement,ER stress rescue,WT yeast gro inh,WT yeast gro inh mutant strain,others
O=C(CCC(=O)N1CCOc2ccccc21)Nc1ccc(F)cc1F,3.1%,/,3%,-0.1%,-1%,2.1%,/,/,/,/,
CCc1cc2ccc(C)c(C)c2nc1SCC(=O)NNC(=O)c1ccco1,5.0%,/,11%,-0.9%,-14%,0.1%,/,/,/,/,
CC(=O)N(CCc1ccccc1)Cc1cc2cc(C)ccc2[nH]c1=O,0.0%,/,17%,-1.2%,-3%,0.0%,/,/,/,/,
CC(=O)Nc1ccc(CN2CCN(CCC(C)C)C(CCO)C2)cc1 (stereo not drawn),0.4%,i,4%,0.1%,-1%,0.0%,-4.1%,-2.2%,3,-7,
O=C(Nc1cccc(Cl)c1)Nc1nc(-c2ccccc2)cs1,8.4%,i,8%,-0.6%,-14%,0.3%,-5.9%,-0.2%,-3,4,
COc1ccc(Br)cc1C(=O)Nc1ccc(NC(=O)c2ccco2)cc1,4.0%,i,1%,-0.1%,-5%,1.2%,-5.2%,-2.4%,16,17,
Cc1cc(C)n(-c2nnc3c4ccccc4n(C)c3n2)n1,?,i,4%,-0.4%,-5%,0.0%,/,/,/,/,
CCOC(=O)c1c(C)[nH]c(O)c1C=Nc1ccc(Cl)cc1,1.7%,i,15%,-0.2%,-39%,0.3%,0.3%,0.9%,24,32,
CCn1c(CNC(=O)c2ccco2)nnc1SCC(=O)Nc1cc(F)ccc1C,2.0%,/,25%,-0.3%,-8%,0.3%,/,/,/,/,
CCN(CC)CCCN1C(=O)C(=O)/C(=C(/O)c2ccc(Cl)cc2)C1c1ccccn1 (stereo not drawn),0.6%,i,/,0.5%,0%,4.0%,-1.4%,-4.0%,/,/,

# Arranged by length of the SMILES (lowest first): some entries from above
SMILES,RSV CPE inhibition,Yfh1-depleted yeast,SV40 large T antigen,West Nile virus CPE,Dengue-2 NS5 capping,K1F lysis inhibition,XIAP displacement,ER stress rescue,WT yeast gro inh,WT yeast gro inh mutant strain,others
CCOC(=O)c1c(C)[nH]c(O)c1C=Nc1ccc(Cl)cc1,1.7%,i,15%,-0.2%,-39%,0.3%,0.3%,0.9%,24,32,
CC(=O)Nc1ccc(CN2CCN(CCC(C)C)C(CCO)C2)cc1 (stereo not drawn),0.4%,i,4%,0.1%,-1%,0.0%,-4.1%,-2.2%,3,-7,
CCn1c(CNC(=O)c2ccco2)nnc1SCC(=O)Nc1cc(F)ccc1C,2.0%,/,25%,-0.3%,-8%,0.3%,/,/,/,/,

# Next part
SMILES,RSV CPE inhibition,Yfh1-depleted yeast,SV40 large T antigen,West Nile virus CPE,Dengue-2 NS5 capping,K1F lysis inhibition,XIAP displacement,ER stress rescue,WT yeast gro inh,WT yeast gro inh mutant strain,others
COc1ccc(Cl)cc1NC(=O)CN1CCc2ccccc2C1,5.3%,/,23%,-0.6%,-7%,0.8%,/,/,/,/,
O=C(COc1coc(CN2CCc3ccccc3C2)cc1=O)Nc1cccc([N+](=O)[O-])c1,1.3%,/,19%,/,-1%,1.1%[50 µM],/,/,/,/,
CCOc1cc(CNCc2ccc(C(=O)O)cc2)ccc1OC,2.8%,i,5%,-0.2%,2%,0.6%,-8.0%,-1.5%,2,2,
CC(=NCc1ccco1)c1c(C(F)(F)F)[nH]n(-c2nc3ccccc3s2)c1=O,-0.5%,i,23%,0.1%,9%,-0.5%,-2.6%,-2.2%,28,35,Dengue-2 NS5 capping pilot replicate=3.0
CCn1c(CN2CCOCC2)nnc1SCC(=O)Nc1ccc(C)cc1,-0.1%,/,22%,-0.5%,-2%,1.2%[50 µM],/,/,/,/,

# Random excerpt: two compounds from above.
SMILES,RSV CPE inhibition,Yfh1-depleted yeast,SV40 large T antigen,West Nile virus CPE,Dengue-2 NS5 capping,K1F lysis inhibition,XIAP displacement,ER stress rescue,WT yeast gro inh,WT yeast gro inh mutant strain,others
COC(=O)c1ccc(NC(=O)CSc2n[nH]c(-c3ccncc3)n2)cc1,0.1%,i,5%,0.7%,-4%,0.3%,-3.7%,-0.8%,-3,3,
COc1cccc(C(c2c(N)[nH]c(=S)[nH]c2=O)c2c(N)[nH]c(=S)[nH]c2=O)c1,1.4%,i,26%,0.0%,/,/,/,/,/,/,

# Source: PubChem
